Tb PFK inh – qHTS Assay to Find Inhibitors of T. brucei phosphofructokinase; 330,000 tested, 0.17% active; Potency, µM (top dose mostly 57.5 µM), inactives show top-dose activity, negative = inhibition, most hits filed as inhibitors; T. brucei PFK, ADP-Glo luminescence; ATP-dependent 6-phosphofructokinase (Trypanosoma brucei brucei), O15648;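 further: potency means the concentration at half of the fitted maximal effect; 0% = uninhibited 1x PFK enzyme wells and -100% = no-enzyme wells; nearly all actives have a fitted effect of over 60% in size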
Target sequence (O15648 whole entry, looked up): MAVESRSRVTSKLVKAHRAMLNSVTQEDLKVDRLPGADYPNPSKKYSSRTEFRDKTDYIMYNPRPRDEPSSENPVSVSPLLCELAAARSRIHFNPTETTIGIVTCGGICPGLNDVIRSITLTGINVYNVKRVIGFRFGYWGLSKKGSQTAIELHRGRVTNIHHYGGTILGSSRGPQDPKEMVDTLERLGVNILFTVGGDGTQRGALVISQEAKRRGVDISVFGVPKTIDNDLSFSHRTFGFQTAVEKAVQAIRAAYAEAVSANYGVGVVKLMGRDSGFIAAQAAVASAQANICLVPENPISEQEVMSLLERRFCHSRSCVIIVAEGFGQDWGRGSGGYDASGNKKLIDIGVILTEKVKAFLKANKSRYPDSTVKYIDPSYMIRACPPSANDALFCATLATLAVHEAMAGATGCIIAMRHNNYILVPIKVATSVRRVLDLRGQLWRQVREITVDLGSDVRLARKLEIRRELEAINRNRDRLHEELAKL
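Compounds were pin-transferred as a titration series up to 57 uM into substrate buffer (0.5 mM F6P, 0.1 mM ATP, pH 8.0), then 1.25 nM PFK was added and reactions ran 45 min before ADP-Glo detection.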
Integrin act MD – qHTS for Activators of Integrin-Mediated Alleviation for Muscular Dystrophy; Potency, µM (doses to about 38.3 µM), inactives show top-dose activation, usual class: activators; 350,000 tested, 0.064% active; alpha7betagal myoblasts, beta-gal FDG fluorescence, 48 h;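 further: potency means the concentration at half of the fitted maximal effect; 100% = response of the positive control SU9516; nearly all actives have a fitted effect of over 60% in size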
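Alpha7betagal+/- myoblasts (passage 13) were plated 16-24 hr, then exposed to compounds (1:260 dilution of DMSO stock) for 48 hours at 37C. After MPER lysis, β-galactosidase reporter activity was read as FDG fluorescence (ex 480/em 540) after 30 minutes.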
S-ASM inh – Inhibitors of Secretory Acid Sphingomyelinase (S-ASM): qHTS; placental ASM, HMU-PC fluorogenic substrate, 60 min; Potency, µM (top dose mostly 57.5 µM), inactives show at the highest dose activity change, negative = inhibition, actives largely listed as inhibitors; 340,000 tested, 0.006% active; AID 504937, 2011; further: potency means the concentration at half of the fitted maximal effect
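qHTS format. ASM enzyme prepared from human placenta hydrolyses the fluorogenic substrate HMU-PC0 (9 uM final) over 60 min at 37 °C after a 10 min compound preincubation.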
Menin MLL FP TR – qHTS Assay for Inhibitors Targeting the Menin-MLL Interaction in MLL Related Leukemias: Competition With Texas Red Labeled MLL-derived Mutant Peptide; Potency, µM (titrated, usually from 61.6 µM), for the others: at the highest dose FP activity change, negative = inhibition, most hits filed as inhibitors; 270,000 tested, 0.23% active; AID 1768, 2009; Menin + Texas Red MLL mutant peptide, fluorescence polarization; active means well fitted inhibition curve with a large enough effect in the polarisation, with a control signal flat, not every such curve was filed as active; inconclusive means small, poorly fitted or top-dose-only effect, or effect the other way, or a change in a side signal; inactive means no such curve, though single readings can be large or run the other way; the % refers to the polarisation; further: potency means the concentration at half of the fitted maximal effect; % of control where 0% means no effect; many of its hits are not listed in these tables
BCR signal inh – qHTS Assay to Find Inhibitors of Chronic Active B-Cell Receptor Signaling. ABC-DLBCL IkBa-CBG/CBR reporter, luminescence ratio, 4 h. Potency, µM (doses to about 46.1 µM), without a hit: top-dose ratio change, negative = lower green/red ratio, hits mostly inhibitors. 340,000 tested, 0.05% active; active means well fitted inhibition curve with a large enough effect in the signal ratio, with a control signal flat, not every such curve was filed as active; inconclusive means small, poorly fitted or top-dose-only effect, or effect the other way, or a change in a side signal; the % refers to the signal ratio;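 further: potency means the concentration at half of the fitted maximal effect; plate controls were basal doxycycline-induced cells for no effect and cells given 10 µM MG132 for full effect; MG132 reads +100%, hits lower the ratio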
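Cell line TMD8 (human ABC DLBCL), stably expressing tet-inducible CBG68-IkBa fusion and CBR; IMDM/0.5% FBS; cpd up to 46 uM; dox induction, 4 h, 37C/5% CO2; dual luminescence; green/red ratio; MG132 control.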
TSG101-PTAP inh – qHTS Assay for Iinhibitors of HIV-1 Budding by Blocking the Interaction of PTAP/TSG101; Potency, µM (titrated, usually from 115 µM), without a hit: at the highest dose activity change, negative = inhibition, hits mostly inhibitors; Tumor susceptibility gene 101 protein (Homo sapiens), Q99816; Fluorescence polarization, FITC-PTAP peptide / Tsg101 binding; 340,000 tested, under 10 active; active means well fitted inhibition curve with a large enough effect in the main read-out, with a control signal flat, not every such curve was filed as active; inconclusive means small, poorly fitted or top-dose-only effect, or effect the other way, or a change in a side signal; inactive means no such curve, though single readings can be large or run the other way; further: potency means the concentration at half of the fitted maximal effect; % of control where 0% means no effect
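Fluorescence polarization binding of Tsg101 binding domain (10 uM final) to FITC-labeled PTAP peptide (50 nM final) in HEPES pH 7.5 buffer with NaCl, Tween 20, EDTA, TCEP. Compounds added before peptide; binding 20 min at RT.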
PKM2 act – qHTS Assay for Activators of Human Muscle isoform 2 Pyruvate Kinase; Pyruvate kinase PKM (Homo sapiens), P14618; purified PKM2, Kinase-Glo ATP luminescence, activation; response scale: 0% is enzyme alone, no compound; Potency, µM (titrated, usually from 57.5 µM), for the others: top-dose activation, most hits filed as activators; 260,000 tested, 0.34% active; AID 1631, 2009; further: potency means the concentration at half of the fitted maximal effect; on the % scale 0 is the no-effect control and ±100 the full control effect; nearly all actives have a fitted effect of over 55% in size
Target sequence (P14618 whole entry, looked up, canonical isoform): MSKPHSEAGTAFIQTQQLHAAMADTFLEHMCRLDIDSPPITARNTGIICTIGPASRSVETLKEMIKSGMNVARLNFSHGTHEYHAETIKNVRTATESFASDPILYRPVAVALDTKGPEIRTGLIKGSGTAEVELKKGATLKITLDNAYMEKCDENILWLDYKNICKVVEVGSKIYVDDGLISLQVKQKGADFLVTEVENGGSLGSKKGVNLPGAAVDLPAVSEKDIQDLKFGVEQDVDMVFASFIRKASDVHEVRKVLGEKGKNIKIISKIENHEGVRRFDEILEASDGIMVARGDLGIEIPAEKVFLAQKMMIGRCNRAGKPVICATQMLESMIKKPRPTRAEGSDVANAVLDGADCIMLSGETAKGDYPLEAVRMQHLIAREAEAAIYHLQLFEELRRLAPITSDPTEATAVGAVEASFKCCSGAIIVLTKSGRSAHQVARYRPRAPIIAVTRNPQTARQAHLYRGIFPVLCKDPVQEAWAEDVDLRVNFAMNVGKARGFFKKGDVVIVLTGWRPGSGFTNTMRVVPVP
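Purified hPK-M2 (>95%) run at intermediate activity with 0.1 mM ADP and 0.5 mM PEP in 50 mM imidazole pH 7.2, KCl, MgCl2; 1 h room temperature. ATP formed read by Kinase-Glo luminescence; normalized to uninhibited and no-enzyme controls.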
FBPA coupling cs – qHTS Assay for Inhibitors of Fructose-1,6-bisphosphate Aldolase from Giardia Lamblia: Coupling assay counterscreen; coupling enzyme system counterscreen, AmpLite Red fluorescence; activity change, negative = inhibition, % at 58.2 µM, hits read low; 290,000 tested, 0.67% active; in the data active means activity change below about -30%; further: on the % scale 0 is the no-effect control and ±100 the full control effect
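Coupling enzymes only (glyceraldehyde-3-phosphate) + compound, at 57.5 uM final, 10 min RT; add substrate/coupling/AmpLite Red mix, 20 min RT; fluorescence ex 525/em 598 nm. Actives flag coupling-system interference.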
Giardia killer – Small Molecules that selectively kill Giardia lamblia: qHTS | Giardia lamblia trophozoite viability | activity change, % at 7.66 µM, hits read low | 340,000 tested, 0.15% active | AID 540267, 2011; in the data active means activity change below about -80%; inconclusive means between about -30% and that limit;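 further: parasites exposed to compound for two days anaerobically before the ATP read; on the % scale 0 is the no-effect control and ±100 the full control effect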
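Viability, read as ATP luminescence: trophozoites at 100 cells/well, compound added, 48 hrs anaerobic at 37 deg C, then 15-30 min room-temperature development before reading.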
B2AR arrestin – qHTS assay of beta-arrestin-biased ligands of beta2-adrenergic receptor; beta-arrestin recruitment to beta2AR, cell-based reporter; Potency, µM (doses to about 46.1 µM), without a hit: top-dose activation, usual class: activators; 330,000 tested, 0.02% active; AID 492947, 2010;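 further: potency means the concentration at half of the fitted maximal effect; 0% = DMSO controls and full agonism = EC100 isoproterenol or metaproterenol; nearly all actives have a fitted effect of over 65% in size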
GALK inh – qHTS Assay for Inhibitors of Human Galactokinase (GALK). AID 1868, 2009. 270,000 tested, 0.007% active. P51570. Purified GALK, Kinase-Glo residual ATP luminescence. Potency, µM (top dose mostly 57.5 µM), for the others: top-dose activity change, negative = inhibition, actives largely listed as inhibitors; further: potency means the concentration at half of the fitted maximal effect; on the % scale 0 is the no-effect control and ±100 the full control effect
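Galactose (100 uM) and ATP (35 uM) were turned over by 5 nM GALK for 1 h at RT. Kinase-Glo Plus then converted the remaining ATP into a luminescent signal.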
* marks the source's active call; other numbers are inactive results; u = inconclusive; x = not tested or not shown; [ ] = remark or other dose. Unless noted, the call rests on the fitted dose curve; in most records, active means well fitted curve in the direction sought with a large enough effect; inconclusive means small, poorly fitted or top-dose-only effect, or another doubt; inactive means no such curve, though single readings can be large; an effect the other way counts as inactive or inconclusive.

SMILES	Tb PFK inh	Integrin act MD	S-ASM inh	Menin MLL FP TR	BCR signal inh	TSG101-PTAP inh	PKM2 act	FBPA coupling cs	Giardia killer	B2AR arrestin	GALK inh
COc1cccc(-c2ccc(C#N)c(SCC(=O)NCCc3ccc(Cl)cc3)n2)c1	0%	-7%	4%	-26%	3%	2%	-6%	0	-13	0.0%	-2%
O=C(CCSc1ccc(Cl)cc1)NC1CCCC1	-3%	28%	6%	0%	2%	-7%	0%	1	-7	-0.8%	3%
CCCCN(CCCC)C(=O)c1ccccc1NC(=O)CN1C(=O)c2ccccc2C1=O	1%	-6%	-3%	-10%	11%	-13%	5%	-4	-9	-0.3%	1%
CC(C)C(c1nnnn1Cc1ccco1)N1CCN(C2CCCC2)CC1 (stereo not given)	3%	-15%	-1%	3%	0%	-5%	-3%	-1	-5	-0.3%	7%
Cn1c(=O)c2c(c3ccccc31)OC(=O)CC2c1cccnc1 (stereo not given)	6%	-7%	5%	1%	4%	-10%	0%	9	-22	-0.3%	-4%
O=S(=O)(c1cnc(Cl)c(Cl)c1)N1CCCc2ccccc21	-3%	-37%[inhibitor]	3%	-1%	u	-2%	-14%	-10	3	-1.6%	2%
CCN(c1ccccc1)S(=O)(=O)c1ccc(OC)c(NC(=O)Cc2ccc(F)cc2)c1	-6%	-24%	-1%	x	-1%	1%	x	x	u	2.9%	x
O=C(O)c1cccc(Nc2nc(-c3ccc([N+](=O)[O-])cc3)nc3ccccc23)c1	u	3%	0%	u	u	0%	x	3	2	0.3%	x
CN=c1scc(C)n1/N=C/c1ccc(O)cc1	0%	-33%	28%	29%	u	4%	-5%	-3	-18	0.3%	-1%
CC(C)C1Nc2c(C(=O)O)cccc2C(Nc2ccccc2C(=O)O)C1(C)C (stereo not given)	0%	9%	111%[activator]	4%	-9%	-1%	0%	6	-4	0.5%	5%
CCCCN(C(=O)c1cccc(-n2cccc2)c1)c1c(N)n(CCC)c(=O)[nH]c1=O	u	19%	4%	x	2%	-5%	x	x	0	0.0%	x
CC(=O)NCc1ccc(S(=O)(=O)NC2CCN(Cc3ccccc3)CC2)cc1	0%	-1%	4%	x	3%	0%	-2%	0	6	-0.8%	1%
CC1O[C@@H](O[C@H](C)CC[C@@H](C)O)C(O)C[C@H]1O (stereo not given in full)	-1%	6%	0%	x	0%	-4%	x	x	8	0.1%	x
O=C(O)Cc1coc2ccc3ccccc3c12	-1%	-12%	6%	0%	-3%	2%	-23%	0	-9	0.7%	0%
O=S1(=O)NC(=NCc2ccccc2)c2ccccc21	0%	17%	-1%	-2%	7%	-3%	-5%	-3	-7	-0.1%	1%
O=C(NCc1ccco1)C1CCCN1C(=O)Nc1cccc(Cl)c1 (stereo not given)	-1%	-14%	4%	4%	-12%	-5%	-5%	-1	-11	-0.5%	11%
CCC(CC)NC(=O)c1n[nH]c(=O)c2ccccc12	5%	-14%	0%	-19%	0%	-2%	11%	0	-11	3.1%	3%
Cc1cc(Cl)ccc1OCCCC(=O)NC1CCN(C)CC1	-5%	3%[7.66 µM]	5%	0%	0%	-8%	-4%	0	-3	0.1%	8%
O=C(/C=C/c1ccc([N+](=O)[O-])cc1)c1ccco1	-2%	-10%	-1%	9%	2%	-3%	1%	2	-14	0.2%	7%
O=C(CN1CCN(Cc2ccccc2)CC1)c1c[nH]c2ccccc12	2%	-25%	1%	1%	-1%	1%	2%	3	12	0.4%	0%
Cc1cccc(CS(=O)(=O)Cc2ccc(C(=O)NCc3cccs3)o2)c1	-1%	11%	3%	-8%	-2%	1%	16%	1	12	0.3%	1%
COc1ccc(CNc2ccc3cn[nH]c3c2)c(OC)c1OC	0%	-28%	4%	2%	14%	-7%	0%	-47*	-2	0.2%	4%
CCCC(C)NC(=O)C1CCN(S(=O)(=O)c2ccccc2)CC1 (stereo not given)	0%	19%	5%	4%	2%	-8%	-5%	1	5	0.2%	-5%
CCOc1cc(N2CCOCC2)c(OCC)cc1NC(=O)Cc1ccccc1	-3%	-6%	2%	x	-15%	1%	-2%	-9	-3	-0.9%	-2%

One compound at a time, as listed above. Order of values: Tb PFK inh	Integrin act MD	S-ASM inh	Menin MLL FP TR	BCR signal inh	TSG101-PTAP inh	PKM2 act	FBPA coupling cs	Giardia killer	B2AR arrestin	GALK inh
CC(=O)NCc1ccc(S(=O)(=O)NC2CCN(Cc3ccccc3)CC2)cc1 reads 0%	-1%	4%	x	3%	0%	-2%	0	6	-0.8%	1%
CCN(c1ccccc1)S(=O)(=O)c1ccc(OC)c(NC(=O)Cc2ccc(F)cc2)c1 reads -6%	-24%	-1%	x	-1%	1%	x	x	u	2.9%	x
CC(C)C(c1nnnn1Cc1ccco1)N1CCN(C2CCCC2)CC1 (stereo not given) reads 3%	-15%	-1%	3%	0%	-5%	-3%	-1	-5	-0.3%	7%
O=C(O)c1cccc(Nc2nc(-c3ccc([N+](=O)[O-])cc3)nc3ccccc23)c1 reads u	3%	0%	u	u	0%	x	3	2	0.3%	x
O=C(/C=C/c1ccc([N+](=O)[O-])cc1)c1ccco1 reads -2%	-10%	-1%	9%	2%	-3%	1%	2	-14	0.2%	7%

New compounds follow.
SMILES	Tb PFK inh	Integrin act MD	S-ASM inh	Menin MLL FP TR	BCR signal inh	TSG101-PTAP inh	PKM2 act	FBPA coupling cs	Giardia killer	B2AR arrestin	GALK inh
O=C(CSc1nnc(-c2ccccc2Cl)o1)Nc1ccc2c(c1)OCCO2	2%	1%	-4%	31%[activator]	1%	-3%	-5%	-3	11	-0.7%	-2%
C=CCn1c(CSc2nc3ccccc3s2)nnc1SCC(=O)NCc1ccccc1	2%	-12%	-2%	1%	u	1%	2%	0	-1	-0.4%	4%
Cc1ccc(C)c(S(=O)(=O)NCc2ccc(C(=O)N3CCOCC3)cc2)c1	0%	2%	4%	x	1%	-9%	-3%	x	-4	0.0%	-6%
CN(CCC#N)C(=O)COC(=O)c1ccc2c(c1)C(=O)N(C1CCCCC1)C2=O	-7%	0%	-2%	x	2%	2%	-1%	x	2	-0.6%	-3%
CC(=O)Oc1cc2c3c(c1)/C(=C1/SC(=S)NC1=O)C(=O)N3C(C)(C)C=C2C	3%	u	-18%	x	u	-6%	-4%	-18	-18	-0.3%	0%
COc1ccc(CN(C)C(=O)CCCNC(=O)c2ccc(Cl)cc2)cc1	-11%	-43%[inhibitor]	6%	-11%	u	-5%	-5%	5	8	0.2%	-1%
Cc1oc(-c2ccc(Cl)cc2)nc1CSCC(=O)NC1CCN(Cc2ccccc2)CC1	0%	-49%[inhibitor]	0%	-14%	-1%	-6%	x	3	0	0.1%	9%
Cn1c(=O)c2c(nc3n2CCCN3CCc2ccccc2)n(C)c1=O	-23%	17%	-1%	x	u	-8%	x	x	11	-0.1%	1%
O=C(CN(Cc1ccc(F)cc1)C(=O)c1csnn1)NCc1ccc2c(c1)OCO2	0%	-44%	1%	3%	11%	1%	9%	0	-1	0.2%	-4%
Cc1ccc(S(=O)(=O)Nc2cccnc2)c(C)c1C	0%	3%	-1%	13%	0%	-5%	0%	1	14	-0.1%	3%
O=C(NCC(c1ccc(F)cc1)N1CCOCC1)c1ccccc1F (stereo not given)	9%	-16%	-1%	x	-10%	-5%	5%	2	-18	2.7%	-1%
CC(C(=O)NCC1CCCO1)N(C(=O)c1snc(C(N)=O)c1N)c1cccc(F)c1 (stereo not given)	-5%	1%	x	0%	-7%	-5%	4%	3	-1	0.1%	9%

Source: PubChem BioAssay (National Center for Advancing Translational Sciences (NCATS))

An excerpt; count on the stated rates, not on these rows.
